Source: PubChem BioAssay (The Scripps Research Institute Molecular Screening Center)
FBW7 act: human FBW7 E3 ligase activation, primary screen; 650,000 compounds, 0.13% hits; AlphaScreen FBW7–phospho-cyclin E peptide binding, activator screen; Q969H0; normalized activity (activation), % at 26.1 µM; in the data active means normalized activity above about 1.9%;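 further: purified mutant Fbw7 with reduced substrate affinity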
Target sequence (Q969H0 whole entry, looked up): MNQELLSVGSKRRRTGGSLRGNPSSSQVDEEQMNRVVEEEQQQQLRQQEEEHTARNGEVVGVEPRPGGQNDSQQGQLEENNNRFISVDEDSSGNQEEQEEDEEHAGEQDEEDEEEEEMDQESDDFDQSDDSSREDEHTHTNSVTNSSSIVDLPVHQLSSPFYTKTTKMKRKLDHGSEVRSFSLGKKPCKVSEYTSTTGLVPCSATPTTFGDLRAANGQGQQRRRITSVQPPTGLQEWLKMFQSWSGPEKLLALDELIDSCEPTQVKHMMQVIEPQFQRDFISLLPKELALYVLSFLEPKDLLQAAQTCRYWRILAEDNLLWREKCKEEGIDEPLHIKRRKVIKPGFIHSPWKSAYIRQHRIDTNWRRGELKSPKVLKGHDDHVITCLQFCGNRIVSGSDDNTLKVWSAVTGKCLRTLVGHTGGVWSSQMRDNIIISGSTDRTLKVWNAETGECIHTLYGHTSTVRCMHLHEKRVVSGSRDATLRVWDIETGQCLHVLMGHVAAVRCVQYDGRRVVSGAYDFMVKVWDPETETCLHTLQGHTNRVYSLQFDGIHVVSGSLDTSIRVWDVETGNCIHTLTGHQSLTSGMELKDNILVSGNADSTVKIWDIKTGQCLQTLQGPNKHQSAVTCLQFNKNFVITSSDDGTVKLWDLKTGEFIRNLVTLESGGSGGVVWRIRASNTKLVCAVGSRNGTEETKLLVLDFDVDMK
MITF inh: inhibitors of human MITF; 650,000 compounds, 0.91% hits; AlphaScreen MITF homodimerization, bead proximity signal; AID 1259374; inhibition, % at 2.6 µM; O75030; in the data active means inhibition above about 50%;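 further: 0% = vehicle wells with protein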
TEAD-YAP inh: TEAD-YAP interaction inhibition | HEK-TIYL cells, TEAD-Gal4/YAP UAS-luciferase luminescence | inhibition, % at 9.12 µM | 640,000 compounds, 1.4% hits; in the data active means inhibition above about 32%;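 further: 0% = median of test compound wells and 100% = reference inhibitor wells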
GPR151 activ: activators of human GPR151; PathHunter beta-arrestin GPR151 cells, luminescence; activation, % at 11.2 µM; 650,000 compounds, 1% hits; AID 1508602; in the data active means activation above about 4.9%;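 further: 0% = median of compound wells and 100% = cells with positive control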
An asterisk follows results filed as active; . = no result given.

SMILES | FBW7 act | MITF inh | TEAD-YAP inh | GPR151 activ
Cc1ccccc1C(=O)Nc1sc2c(c1C(N)=O)CCCC2 | -0.1 | -10 | -52 | 0.8
Cc1cc(Nc2cccc(C(F)(F)F)c2)nc(-c2ccccc2O)n1 | 0.0 | -7 | -8 | 0.2
Cc1cccc(NC2=NCC(=O)N2c2ccccc2F)c1C | 0.2 | 2 | 3 | -1.2
O=C1CCCN1CCCNc1nc(Nc2ccc(-n3ccnc3)cc2)nc2c1ncn2C1CCCCC1 | 0.1 | 15 | 4 | -1.6
CCOc1ccc2nc(SCC(=O)NC(C)=O)sc2c1 | -0.1 | -2 | -11 | 2.4
C=CCSC1=NC2(CC(c3ccccc3)c3c(C)cc(O)cc3O2)CC(C)(C)N1 (stereo unspecified) | 0.5 | 13 | 4 | -1.5
COc1ccc(OC(C)C(=O)N2CCCc3ccccc32)cc1 (stereo unspecified) | 0.7 | 20 | 14 | 2.0
O=C(Oc1ccc(-c2cnc3ccccc3n2)cc1)c1ccc(Br)c([N+](=O)[O-])c1 | 0.8 | 7 | 11 | 1.3
CC(OC(=O)c1ccc(Cl)c(S(=O)(=O)Nc2ccc(F)cc2)c1)C(=O)NC(N)=O (stereo unspecified) | -0.3 | 6 | -7 | 2.9
O=C(CN1CCc2nc(N3CCCC3)[nH]c(=O)c2C1)Nc1ccccc1N1CCOCC1 | -0.1 | 4 | -2 | 0.8
C=CCSc1nc2sc(C)c(C)c2c(=O)n1CC=C | -0.2 | -12 | -2 | 3.0
CN(c1ccc(C(=O)Nc2cccc(O)c2)cc1)S(=O)(=O)c1ccccc1 | -0.2 | 18 | -30 | -0.4
Cc1ccccc1C(=O)Nc1ccc2nc(SCC(=O)NC3CCCCC3)sc2c1 | 0.1 | 2 | 3 | 0.6
Cc1cc(O)c(C(=O)/C=C/c2cccs2)c(=O)o1 | 0.0 | 7 | 2 | 0.7
COC(=O)c1ccccc1COn1c(=O)c(-c2ccccc2)[n+]([O-])c2ccccc21 | -0.1 | -8 | 6 | 4.5
Cc1cc(OCC(=O)Nc2ccccc2C(N)=O)c(C)cc1Br | 0.0 | 15 | -8 | 0.9
COC(=O)c1cc(S(=O)(=O)Nc2ccc(F)c(Cl)c2)cn1C | 0.3 | 11 | 4 | 3.2
CCOC(=O)C1=C(C)N=c2s/c(=C\c3ccc(-c4ccc(Cl)c(C(=O)O)c4)o3)c(=O)n2C1c1ccc(OCC)cc1 (stereo unspecified) | -0.2 | -9 | 3 | 0.2
Cc1c(-c2ccc(Br)cc2)[n+](=O)c2c(n1[O-])CCC2 | -0.1 | 3 | -9 | 0.5
COc1ccc(N2C(=O)C3CC=CCC3C2=O)c(OC)c1 (stereo unspecified) | 0.1 | -5 | -2 | -1.2
COc1ccccc1C(=O)NNC(=O)COc1ccccc1C(C)C | 0.2 | 9 | 11 | -0.6
CCn1cc(CNC(=O)CC2C(=O)NCCN2CCC(C)C)cn1 (stereo unspecified) | -0.1 | 3 | -2 | 0.5
O=S(=O)(c1ccc(F)c(F)c1)N1CCNCC1 | 0.5 | 9 | -3 | -1.3
Cc1cccc(NC2=NS(=O)(=O)c3cc([N+](=O)[O-])ccc32)c1 | 0.0 | 7 | -9 | 0.2
COC(=O)C1=C(C)NC(=S)N(C(C)=O)C1c1ccc(OC)c(OC)c1 (stereo unspecified) | 0.0 | 15 | 0 | 0.0
O=C(c1ccco1)N1CCN(C(=O)c2ncoc2-c2ccc3ccccc3c2)CC1 | 0.0 | 5 | 7 | -0.2
N#C/C(=C/Nc1ccc(F)cc1)c1nc(-c2ccc3c(c2)OCO3)cs1 | 0.3 | 4 | 7 | -0.8
CSc1ccc(S(=O)(=O)Nc2cccc(C(F)(F)F)c2)cc1 | 0.0 | -8 | 7 | -0.3
COc1ccc2oc(C)c(C(=O)NN)c2c1 | 0.0 | -3 | -12 | 0.2
CN1/C(=C\C=C2/SC(=Nc3ccc4ccccc4c3)N(c3ccccc3)C2=O)Sc2ccc([N+](=O)[O-])cc21 | 0.0 | 4 | -5 | -0.7
Cc1ccc(-c2nc(S(=O)(=O)c3ccc(C)cc3)c(N(C)C)o2)cc1 | 0.0 | 4 | 11 | 0.8
COc1ccc(CC(=O)O/N=C(\N)c2ccc(Br)cc2)cc1 | 0.3 | 16 | -1 | 0.9
O=C(CCC1CCCCC1)NC1=NN(c2ccccc2)C(=O)C1 | -0.3 | 2 | 4 | 4.5
Cn1cc(Br)c2ccccc2c1=O | -0.1 | -4 | -9 | -0.3
Cc1c(C(=O)N2CCC3(CC2)OCCO3)sc2ncn(Cc3ccccc3F)c(=O)c12 | 0.2 | 16 | -3 | 1.3
Cc1cc2c(cc1S(N)(=O)=O)n(C)c(=O)n2C | 0.1 | -5 | -9 | 0.0
CC(C)N1CCc2c(sc(NC(=O)Cc3ccccc3)c2C(N)=O)C1 | 0.6 | 2 | -14 | -0.2
CCOc1ccc(-n2c(SCC(=O)Nc3nccs3)nc3c(sc(=S)n3-c3ccc(C)cc3C)c2=O)cc1 | -0.1 | -2 | -1 | 0.5
O=C1/C(=C/c2cc(Cl)ccc2O)SC(=S)N1Cc1cccnc1 | -0.1 | 3 | 1 | 4.0
CC1(C)CC2(C)OC(=O)C(c3ccccc3)N2C(=S)N1 (stereo unspecified) | 0.0 | 0 | -3 | -1.7
CC[C@@H](Cn1nnc2ccccc2c1=O)NC(=O)C1CCC1 | -0.1 | 17 | 5 | 1.1
O=c1oc2ccccc2c(Nc2ccccc2)c1CN1CCCCC1 | 0.7 | 18 | -17 | -0.1
N#Cc1ccsc1NC(=O)CSc1ncnc2sc3c(c12)CCCC3 | -0.3 | 6 | 4 | 0.8
O=C(CSc1nnc2nc[nH]n12)Nc1nc2cc([N+](=O)[O-])ccc2s1 | 0.0 | 8 | 14 | 0.6
Cn1c(SCC(=O)N2CCCCC2)nnc1-c1c[nH]c2ccccc12 | 0.0 | 17 | 4 | -0.7
N#CC1=C(N)C(C#N)(C#N)C(c2ccncc2)C2CCCC=C12 (stereo unspecified) | 0.4 | 2 | 10 | -0.4
COc1ccc(OCC(O)CN2CCN(c3ccc(OC)cc3)CC2)cc1 (stereo unspecified) | -0.2 | 10 | 6 | 0.7
CCOC(=O)C1CCN(c2nc(-c3ccccn3)nc3c2CN(S(C)(=O)=O)CC3)CC1 | -0.6 | 4 | 2 | 2.2
CCOc1ccc2c(=O)c(-c3ccc(Br)cc3)coc2c1 | 0.0 | 3 | -32 | -1.6
COC(=O)CN1C(=O)C2(OCCCO2)c2cc(Br)ccc21 | -0.2 | 4 | 2 | 0.8
COc1ccc(S(=O)(=O)N(C)CC(=O)NC2CCCCCC2)cc1Cl | 0.9 | 11 | 5 | -1.1
C=CCNc1nc(Nc2cccc(C)c2)c2cnn(C)c2n1 | 0.0 | -15 | 2 | 2.9
O=[N+]([O-])c1ccc(-c2nc(-c3ccccc3Cl)no2)cc1 | 0.2 | -7 | 0 | 0.8
CCCCNc1nc(CC)nc2c1nnn2Cc1ccccc1 | 0.0 | 14 | -1 | 2.0
CCOC(=O)N1CCN(S(=O)(=O)c2ccc(C(=O)Nc3nnc(-c4ccc(OC)cc4)o3)cc2)CC1 | 0.0 | 10 | -7 | 0.8
COCCCNC(=O)c1cccn2c(=O)c3cc4ccccc4cc3nc12 | 0.1 | -5 | 36* | 0.6
C#CCOc1ccc(OC)cc1C(c1c(C)[nH][nH]c1=O)c1c(C)[nH][nH]c1=O | -0.4 | 13 | 7 | -0.5
Cc1ccc(N(Cc2ccc(C(=O)NCCSc3ccc(Cl)cc3)cc2)S(C)(=O)=O)cc1C | -0.1 | -2 | -3 | -0.8
O=C(CCCCCn1c(=S)[nH]c2ccsc2c1=O)NCc1cccc(Cl)c1 | 0.1 | -10 | -11 | 0.6
COC(=O)CC1=C(C(=O)OC)C(c2cccc3ccccc23)C(C#N)=C(N)O1 (stereo unspecified) | 0.4 | 10 | -4 | -0.5

The listing continues.
SMILES | FBW7 act | MITF inh | TEAD-YAP inh | GPR151 activ
C=COCCNC(=O)C1CCCN(c2nc3ccccc3n2C)C1 (stereo unspecified) | -0.1 | 1 | 2 | -0.5
O=C(O)c1ccc(CN=C2NS(=O)(=O)c3ccccc32)cc1 | -0.1 | 1 | 11 | -0.3
CN1C(=Nc2ccccc2)C(=O)c2ccccc21 | 0.6 | 8 | 4 | 1.1
O=C(Nc1ccccc1Cl)c1ccc([N+](=O)[O-])cc1 | 0.1 | 6 | -50 | -0.4
O=c1ccn(C2OC(CO)C(O)C2O)c(=S)[nH]1 (stereo unspecified) | -0.1 | -15 | 8 | 1.0
Cc1ccc(C(=O)C(Br)CC(=O)O)cc1 (stereo unspecified) | 0.1 | 9 | 10 | 2.2
COc1ccc(C(N)P(=O)(O)O)cc1O (stereo unspecified) | 0.2 | 17 | 1 | 1.8
c1ccc(Nc2ccccc2Nc2ccccn2)nc1 | -0.2 | -1 | -1 | -1.4
C/C(=N\NC(=S)NC1CCCCC1)c1ccc(O)cc1 | -0.2 | 0 | 1 | 1.8
COC(=O)C1=C(C)Nc2ncnn2C1c1ccccc1Cl (stereo unspecified) | 0.1 | 12 | 5 | 1.4
O=C(O)c1cc(Cl)c(Cl)cc1C(=O)Nc1cccc2ccccc12 | -0.1 | 7 | -2 | 0.4
CCCCCCCCCCCCCCCC(=O)SCCOP(=O)(O)OCC[N+](C)(C)C | . | -2 | . | 5.4*
O=C(Nc1nc(CC(=O)N2CCN(c3cccc(Cl)c3)CC2)cs1)NC1CCCC1 | -0.1 | 5 | 3 | 0.2
C/C(N)=C(/C#N)C(=O)COC(=O)CNC(=O)c1cc(C)cc(C)c1 | 0.0 | -9 | 2 | -1.7
O=C1NC(=O)C(=Cc2ccc(OCc3ccccc3F)c(Br)c2)C(=O)N1 | -0.5 | -7 | -24 | -0.3
CCN(c1ccccc1)S(=O)(=O)c1ccc(NCc2ccccc2F)nc1 | -0.2 | 3 | -1 | 0.5
O=C(O)CC/C(=N\NC(=O)CNC(=O)c1ccc(Cl)cc1)c1ccccc1 | 1.2 | 18 | 4 | -0.8
COc1ccc(NC(=O)CSc2nc3cc(OC)c(OC)cc3cc2C#N)cc1 | -0.1 | 8 | -1 | -0.2
CCOC(=O)c1cc2c(=O)n3ccccc3nc2n(C)c1=NC(=O)c1cccc(F)c1 | -0.1 | 1 | -2 | -1.1
O=[N+]([O-])c1cccc(-c2ccc(/C=N\O)o2)c1 | 0.0 | 4 | 1 | -0.6
O=C(Cc1ccccc1)Nc1sc2c(c1C(=O)Nc1ccccc1Cl)CCCC2 | 0.1 | 0 | -5 | 0.0
NC(=O)Nc1ccc(C(=O)OCC(=O)Nc2ccccc2F)cc1 | 0.0 | 0 | 4 | -1.1
O=c1c(=O)n(-c2ccccc2)ccn1Cc1ccccc1F | 0.1 | 7 | -1 | -2.9
COC(=O)COc1ccc(S(=O)(=O)N2CCN(Cc3ccc4c(c3)OCO4)CC2)cc1 | 0.4 | 8 | 9 | -0.8
COc1ccccc1/C=N/NC(=O)c1ccccc1[N+](=O)[O-] | 0.1 | -7 | -7 | 0.5
Cc1sc2ncnc(N3CCN(c4ccccn4)CC3)c2c1C | 0.1 | 23 | 3 | 3.3
Cc1cc(=O)oc2cc(NC(=O)Cc3noc4ccccc34)ccc12 | 0.0 | 7 | -4 | 0.3
COP(=O)(OC)c1nc(Cc2ccc(Cl)cc2)oc1NCCc1ccccc1 | 0.1 | 9 | -2 | -1.0
c1ccc(CN2CCC(N3CCN(C4CCCCCC4)CC3)CC2)cc1 | 0.0 | 21 | -2 | 0.0
Cc1oc2c(cc(NS(=O)(=O)c3ccc(Cl)c([N+](=O)[O-])c3)c3ccccc32)c1C(=O)OC(C)C | 1.1 | 21 | -13 | 1.3
COc1ccc(NC(=O)Nc2cn(C)c(=O)c3ccccc23)c(OC)c1 | -0.1 | 11 | 2 | -1.2
COc1ccccc1CN1C(=O)C2C(C(=O)Nc3ccc(Oc4ccccc4)cc3)C3C=CC2(O3)C1C(=O)NC1CCCCC1 (stereo unspecified) | 0.2 | 8 | -1 | 1.9
CCCCCOc1ccc(NC(=O)CSc2cccc3cccnc23)cc1 | -0.8 | 4 | 37* | -0.8
Cc1noc(NS(=O)(=O)c2ccc(N/C=C\C(=O)c3cccs3)cc2)c1C | -0.5 | -4 | -43 | -0.6
COc1ccc(OCC(O)CN2CCNCC2)cc1 (stereo unspecified) | 1.2 | 24 | 5 | -1.7
